F508del corr – F508del CFTR correction, initial screen, CFBE line, single point; CFBE cells, YFP halide quenching; stimulated with forskolin plus potentiator P3; % fluorescence drop versus neutral controls; activity (quench increase), % at 7.58 µM; actives 0.36% (n = 350,000); AID 720511, 2013;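 active = mean added fluorescence quench of at least 8% versus neutral control, with both replicates also reaching 8%; inconclusive = only one of the mean or replicate conditions met; inactive = mean below 8% and not both replicates reaching 8%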;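 also: cells transiently co-express mutant CFTR-F508del with the halide-sensitive YFP; corrector assay measuring rescue of mutant channel to the surface after 24 h compound exposure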
Xi reactivation – activators of inactive X chromosome reactivation, primary screen, imaging, XiGFP fibroblasts, GFP high-content imaging, set 2. AID 743238, 2013. actives 0.055% (n = 360,000). activation, % at 7.58 µM. XiGFP mouse fibroblasts, % GFP-positive cells imaging, 3 d; cells co-treated with 5-aza-dC sensitizer; scaled so ellipticine positive control = 100%;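 active = mean normalized replicate activation at least 10% and every replicate at or above 10%; inconclusive = only one of the two criteria met; inactive = mean below 10% and not all replicates reach 10%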;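 also: 0% = median of on-plate neutral control wells and 100% = ellipticine 6 µM median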
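Schedule: 3 d treatment, 15 min room-temperature fixation; system: 68-5-11 XiGFP fibroblast line; buffer or medium: DMEM plus 5-aza-dC sensitizer; control set: ellipticine 6 µM positive control; compound: one concentration, pinned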
RAD52 inh – RAD52 DNA annealing inhibitors, primary screen, biochemical, FRET, single point, set 2. DNA repair protein RAD52 homolog (Homo sapiens), P43351. recombinant RAD52 DNA annealing, FRET fluorescence. inhibition, % at 18.7 µM. actives 0.46% (n = 360,000). AID 651710, 2012;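 active = every replicate showing at least 50% inhibition; inconclusive = mean inhibition at least 50% but not in every replicate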
E-selectin induc – E-selectin induction in HUVECs, primary screen, imaging, HUVEC, immunofluorescence imaging, single point; activation, % at 7.58 µM; actives 0.37% (n = 260,000); normalized: neutral wells 0, TNF-alpha wells 100;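 active = mean E-selectin-positive cell signal at least 10% of the positive control, reached in at least 60% of replicates, without over 20% cell loss; inconclusive = no rule given, readout overlaps actives, possibly toxicity-flagged; inactive = the rest, including those meeting only one limit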;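 also: in these data hits start at about 27%; measured in HUVEC primary endothelial cells; signal is the percent of cells scored E-selectin positive by PE staining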
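assay system = HUVEC, human umbilical vein endothelial cells | input = 3,000 HUVEC seeded per well | medium = EGM-2 growth medium on 0.1% gelatin-coated wells | dosing = one compound dose added by pin transfer | signal = immunofluorescence imaging | read-out basis = % PE-positive cells | control set = TNF-alpha, DMSO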
Casp6 inh – human caspase-6 inhibitors, primary screen, biochemical, VEID-R110 fluorescence, single point, set 2; actives 0.53% (n = 350,000); purified caspase-6, Z-VEID-R110 cleavage fluorescence; P55212; inhibition, % at 12.5 µM;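 active = mean inhibition across replicates at least about 35%, with every replicate also reaching that limit, limit read from the data; inconclusive = only one of the two criteria met; inactive = neither criterion met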;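 also: 0% = median of neutral control wells and 100% = no fluorescence left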
RAD54 inh – inhibitors of human RAD54 branch migration, primary screen, biochemical, fluorescence, single point. DNA repair and recombination protein RAD54-like (Homo sapiens), Q92698. RAD54 Holliday junction branch migration, FAM/BHQ fluorescence. inhibition, % at 10.4 µM. actives 0.14% (n = 360,000). AID 602329, 2012;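 active = mean normalized replicate activity at least 40 and at least half of replicates scoring 40 or more; inconclusive = only one of the two criteria met; inactive = mean below 40 and under half of replicates reaching 40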;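 also: 0% = median of neutral control wells and 100% = median of positive control wells; inhibitors cause a drop in the FAM fluorescence signal; in these data hits start at about 50%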
Target sequence (Q92698 whole entry, looked up): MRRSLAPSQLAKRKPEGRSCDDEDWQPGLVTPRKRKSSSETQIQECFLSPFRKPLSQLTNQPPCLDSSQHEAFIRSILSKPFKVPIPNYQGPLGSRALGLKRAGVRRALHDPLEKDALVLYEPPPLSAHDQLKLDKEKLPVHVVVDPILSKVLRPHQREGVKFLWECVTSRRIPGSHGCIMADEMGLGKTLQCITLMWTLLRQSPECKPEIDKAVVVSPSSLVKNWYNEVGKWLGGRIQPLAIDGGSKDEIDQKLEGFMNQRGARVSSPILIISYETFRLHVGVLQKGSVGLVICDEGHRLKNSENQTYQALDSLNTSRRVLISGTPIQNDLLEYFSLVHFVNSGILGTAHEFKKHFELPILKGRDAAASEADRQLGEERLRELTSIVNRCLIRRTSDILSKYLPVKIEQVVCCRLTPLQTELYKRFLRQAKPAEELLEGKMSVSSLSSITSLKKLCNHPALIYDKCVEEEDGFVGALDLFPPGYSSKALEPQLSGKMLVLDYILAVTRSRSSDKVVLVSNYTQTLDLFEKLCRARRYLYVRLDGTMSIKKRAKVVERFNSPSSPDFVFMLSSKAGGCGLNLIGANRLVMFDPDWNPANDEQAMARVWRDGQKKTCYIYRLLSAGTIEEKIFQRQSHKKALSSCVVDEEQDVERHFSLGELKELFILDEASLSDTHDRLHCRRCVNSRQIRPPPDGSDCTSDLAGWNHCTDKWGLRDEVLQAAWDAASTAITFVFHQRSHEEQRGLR
DENV2 CPE rescue – inhibitors of DENV2 cytopathic effect, primary screen, cell-based, plate reader, single concentration; DENV2-infected cells, cytopathic effect rescue; actives 1.7% (n = 350,000); AID 651640, 2012; CPE inhibition, % at 9.99 µM; in the data active = CPE inhibition above about 20%, passing the limit was not always enough; inconclusive = no clear call, values can overlap the other calls; tested in BHK-21 cells;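 also: 0% = median of neutral control wells and 100% = median of positive control wells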
GSIS activator – GLuc luminescence reporter in INS-1E cells, primary screen for activators of glucose-dependent secretion of insulin; INS-1E GLuc reporter insulin secretion, 2-3 h; actives 0.61% (n = 370,000); AID 743287, 2014; activation, % at 16.6 µM;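 active = lowest replicate activation of at least 40%, so every replicate reaches that level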;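 also: 0% = median of neutral control wells and 100% = median of IBMX positive control wells; some compounds called inactive have numbers as strong as hits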
An asterisk follows results filed as active; ? = inconclusive; . = not tested or not shown.

SMILES	F508del corr	Xi reactivation	RAD52 inh	E-selectin induc	Casp6 inh	RAD54 inh	DENV2 CPE rescue	GSIS activator
C[C@H](CO)N1C[C@H](C)[C@H](CN(C)C(=O)C2CCCCC2)OCCCC[C@H](C)Oc2ccc(NS(=O)(=O)c3ccccc3)cc2C1=O	1.5	0.1	-4	0.0	1	-4	-5	-15
N#C[C@@H]1[C@H](c2ccccc2C2=CCCC2)[C@@H](CO)N1C(=O)C1CCOCC1	-0.7	0.0	-12	0.0	0	.	-6	-10
COCc1cn(CC[C@@H]2CC[C@H](NC(=O)Nc3ccc(Cl)cc3)[C@H](CO)O2)nn1	1.5	-0.6	-5	-2.5	0	1	8	-1
CC(=O)N1c2ccc(S(=O)(=O)N(C)CC(=O)NCc3ccccc3)cc2CC1C (centres undefined)	0.9	-0.2	2	0.0	2	2	1	14
CC(C)C#Cc1ccc2c(c1)O[C@@H](CN(C)C(=O)c1ccccn1)[C@H](C)CN([C@H](C)CO)S2(=O)=O	1.4	-0.5	9	-0.1	-4	-10	-2	1
O=C(NN=Cc1ccccc1O)C(=O)Nc1ccc(F)cc1	6.4	1.7	-3	-0.2	4	.	?	-13
CN(C)CC#Cc1ccc([C@@H]2[C@H](CO)N3CCCCN(CC4CCOCC4)C[C@@H]23)cc1	0.1	0.1	35	-0.2	.	-10	-12	12
Cc1csc(SCC(=O)Nc2cc(S(=O)(=O)N(C)C)ccc2C)n1	2.3	0.2	-8	.	1	-2	-5	3
CC(C)NC(=O)C1(C)CN(S(C)(=O)=O)CC(=O)N1Cc1ccc2c(c1)OCO2 (centres undefined)	0.7	0.0	0	1.1	-2	.	-4	27
COc1ccccc1/C=C/C(=O)OCC(=O)NC(=O)NC1CCCC1	-1.2	?	-15	-0.1	-3	-2	-4	-21
C[C@]12CCC3c4ccc(O)cc4CCC3C1CC/C2=N\N (some centres undefined)	-0.1	0.4	-5	.	2	-9	-4	-3
Cc1ccc(S(=O)(=O)CCc2nc3ccccc3[nH]2)cc1C	0.4	-0.8	-12	4.3	2	.	0	9
O=C(C[C@@H]1CC[C@@H](NC(=O)Nc2ccccc2F)[C@H](CO)O1)NCc1ccc(-c2ccccc2)cc1	-0.3	0.1	-3	1.8	-5	.	7	26
Cc1ccc(CCNC(=O)c2cc(-c3ccncc3)nc3ccc(S(=O)(=O)N4CCOCC4)cc23)cc1	-3.8	0.1	-22	.	-1	4	-5	11
CNC[C@H]1Oc2ccc(NC(=O)C3CCCCC3)cc2CC(=O)N([C@@H](C)CO)C[C@H]1C	4.0	0.6	2	-0.1	0	5	4	-2
CCN(Cc1ccccc1)C(=O)COC(=O)Cn1cnc2ccccc21	-0.9	0.3	-6	2.1	-4	-1	-1	0
CN(C)C(=O)c1cccc(-c2cccc(-c3nc(C(=O)NCc4ccccc4)cc4c3[C@H](CCO)N([S@@](=O)C(C)(C)C)C4)c2)c1	-0.1	-0.1	-55	6.7	1	-6	-2	-1
N#CCC(=O)N/N=C/c1ccc(OC2CSC2)cc1	-0.4	0.1	-8	0.0	0	.	3	-5
Cc1ccc(/C=N/NC(=O)Cn2cncn2)cc1	-4.3	0.0	-22	.	3	3	1	4
COc1ccccc1-c1ccc([C@@H]2[C@@H](C#N)N[C@@H]2CO)cc1	1.6	0.0	1	0.0	2	22	5	-9
C[C@H]1CCCCO[C@H](CN(C)C(=O)Nc2ccc(C(F)(F)F)cc2)[C@@H](C)CN([C@@H](C)CO)C(=O)c2cc(NS(=O)(=O)c3ccccc3)ccc2O1	1.2	0.0	-32	0.5	0	-4	18	3
O=C(CCS(=O)(=O)c1ccccc1)NNC(=O)COc1ccc(F)cc1	-2.2	0.0	-6	0.9	1	14	8	-8
CCC1CCCCN1S(=O)(=O)c1ccc(-n2cnnn2)c(C)c1 (centres undefined)	-0.6	0.0	-8	.	1	-3	-6	10
CC(C)(C)CCN1CCC(CN2CCNC(=O)C2=O)CC1	0.6	0.0	-12	1.6	29	3	-4	0
COc1ccccc1NC(=O)/C(N=Nc1ccc(C)c(S(=O)(=O)Nc2ccccc2Cl)c1)=C(\C)O	6.8	0.0	-9	0.1	-3	5	-9	19
COC(=O)C1=C(C)N(Cc2ccccc2)C(=O)N[C@H]1c1ccccc1	-1.2	0.5	-1	-0.3	3	-1	.	.
Cc1ccc(N2CCN(C(=O)C3CCN(S(=O)(=O)c4cccc5nsnc45)CC3)CC2C)cc1 (centres undefined)	2.2	0.9	-18	-0.1	1	.	-6	-24
C[C@@H]1CN([C@H](C)CO)S(=O)(=O)c2ccc(C#CCN(C)C)cc2O[C@H]1CN(C)Cc1ccccn1	-2.1	-1.2	-1	0.3	0	6	-2	35
CCn1c(CSc2nc3ccccc3s2)nnc1SCC(=O)c1ccc(O)cc1O	.	.	-10	.	7	-12	.	25
COc1ccc(CC(=O)OCc2cc(=O)n3cc(Br)ccc3n2)cc1OC	3.7	0.0	3	-1.7	5	.	-2	16

Not a retest: an excerpt of the list.
SMILES	F508del corr	Xi reactivation	RAD52 inh	E-selectin induc	Casp6 inh	RAD54 inh	DENV2 CPE rescue	GSIS activator
CC(C)(C)CCN1CCC(CN2CCNC(=O)C2=O)CC1	0.6	0.0	-12	1.6	29	3	-4	0
COc1ccccc1NC(=O)/C(N=Nc1ccc(C)c(S(=O)(=O)Nc2ccccc2Cl)c1)=C(\C)O	6.8	0.0	-9	0.1	-3	5	-9	19
COC(=O)C1=C(C)N(Cc2ccccc2)C(=O)N[C@H]1c1ccccc1	-1.2	0.5	-1	-0.3	3	-1	.	.
Cc1ccc(N2CCN(C(=O)C3CCN(S(=O)(=O)c4cccc5nsnc45)CC3)CC2C)cc1 (centres undefined)	2.2	0.9	-18	-0.1	1	.	-6	-24
C[C@@H]1CN([C@H](C)CO)S(=O)(=O)c2ccc(C#CCN(C)C)cc2O[C@H]1CN(C)Cc1ccccn1	-2.1	-1.2	-1	0.3	0	6	-2	35
CCn1c(CSc2nc3ccccc3s2)nnc1SCC(=O)c1ccc(O)cc1O	.	.	-10	.	7	-12	.	25
COc1ccc(CC(=O)OCc2cc(=O)n3cc(Br)ccc3n2)cc1OC	3.7	0.0	3	-1.7	5	.	-2	16

Continued:
SMILES	F508del corr	Xi reactivation	RAD52 inh	E-selectin induc	Casp6 inh	RAD54 inh	DENV2 CPE rescue	GSIS activator
O=C(NCc1ccc(Cl)cc1)c1n[nH]c([N+](=O)[O-])c1Cl	-5.2	0.1	-5	.	-1	.	.	-19
Cc1ccccc1S(=O)(=O)N1CCN(c2ccc3c(c2)C2CC3CCN2C(=O)OCc2ccccc2)CC1 (centres undefined)	-1.4	0.1	-8	-5.1	-1	-7	-2	18
CC1CCN(c2ccc3nnc(CCC(=O)Nc4ccc(F)cc4)n3n2)CC1	1.5	0.0	-1	0.1	5	7	-3	-14
CNc1ccc(/C=C(\C#N)c2ccccn2)cc1[N+](=O)[O-]	-6.1	0.1	-141	1.2	4	-4	-3	-10
c1cc(-c2ccc(N3CCOCC3)cc2)n2ccnc2c1	5.8	0.1	-12	-1.2	2	-3	-1	5
CC(C)Cn1c(N)c(/C=N/NC(=O)c2ccc(Cl)cc2)c(=O)n(C)c1=O	-4.3	0.0	-1	.	-7	-5	?	-10
CCCNC(=O)NC[C@H]1[C@H](c2ccc(C3=CCCCC3)cc2)[C@@H](CO)N1C(C)=O	2.2	0.0	-45	-0.2	-3	-2	22*	-12
CCOc1cc(CNc2ccc(N3CCCCC3)cc2)cc(Br)c1OCC(=O)NC(C)(C)C	.	0.5	.	1.1	.	9	.	9
COC(=O)c1ccc([C@@H]2C[C@H]3CN(Cc4cccnc4)C(=O)[C@]34CCCN24)cc1	.	0.0	-19	.	-2	3	4	-14
Cc1cccc2nc(-c3ccco3)oc(=O)c12	0.8	0.0	-17	-0.1	4	0	12	7
Cc1ccc(NC(=O)c2sc3ncn(CC(=O)N4CCN(c5ccccn5)CC4)c(=O)c3c2C)cc1	2.9	-0.1	-1	0.0	5	1	-7	-7
CC1CCN(S(=O)(=O)N2CCC(C(=O)NCc3cccs3)CC2)CC1	0.2	.	-7	.	-2	.	-4	.
C/C=C/C(=O)Nc1nnc(-c2ccccc2C)s1	.	-0.1	-5	.	-1	4	3	7
CCCCN(C(=O)c1cc(S(=O)(=O)N2CCCCC2)ccc1Cl)c1c(N)n(CCC)c(=O)[nH]c1=O	3.8	0.2	1	-0.1	-1	-3	-3	-9
Cc1noc(C)c1NC(=O)Nc1cccc2c1O[C@@H](CN(C)Cc1ccc(Cl)c(Cl)c1)[C@H](C)CN([C@H](C)CO)C2=O	-2.3	-0.7	10	-2.1	-1	-9	-4	-27
CCS(=O)(=O)c1nc(S(=O)(=O)c2ccc(C)cc2)c(N2CCN(CCO)CC2)s1	-3.0	0.0	-6	.	-1	1	0	7
O=C1CN(S(=O)(=O)Cc2ccccc2)C[C@@H]2[C@@H](c3ccc(C#Cc4cccnc4)cc3)[C@@H](CO)N12	6.3	0.0	-9	0.1	0	.	9	-6
Cn1c(=O)c2c(nc(SCCN3CCCCC3)n2C)n(C)c1=O	.	.	-12	.	0	7	.	15

Assay outcomes from PubChem BioAssay.
